Sm TGR inh = qHTS Assay for the Inhibitors of Schistosoma Mansoni Peroxiredoxins; Schistosoma mansoni thioredoxin glutathione reductase (TGR), Q962Y6; purified TGR, DTNB reduction, TNB absorbance 405 nm; Potency, µM (titrated, usually from 114 µM), inactives show at the top dose activity change, negative = inhibition, actives largely listed as inhibitors; 360,000 tested, 3% active; note: potency is the fitted concentration of half-maximal effect; % is set by controls: 0 for no effect and ±100 for the full control effect; nearly all actives have a fitted effect of over 60% in size
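Kinetic colorimetric format: TGR-catalysed, NADPH-driven DTNB reduction monitored via TNB absorbance. Enzyme dispensed at 20 nM; compound exposure 15 min at room temperature before reaction start.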
Shiga inhibitor = A qHTS for Small Molecule Inhibitors of Shiga Toxin; 290,000 tested, 9.2% active; AID 2315, 2010; Vero cells, Shiga toxin protein synthesis inhibition reporter; inhibition, % at 38.7 µM; in the data active = inhibition mostly above about 28%, no sharp cut-off; inactive = mostly below about 43%; note: 0% is about no effect
Pf growth 48h = Primary qHTS for delayed death inhibitors of the malarial parasite plastid, 48 hour incubation | P. falciparum luciferase growth in erythrocytes, 48 h | Potency, µM (titrated, usually from 28.7 µM), inactives show top-dose activity change, negative = inhibition, actives largely listed as inhibitors | 310,000 tested, 5.9% active; note: potency is the fitted concentration of half-maximal effect; % is set by controls: 0 for no effect and ±100 for the full control effect
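Erythrocytes infected with P. falciparum carrying an integrated firefly luciferase reporter (2% hematocrit, 0.1% parasitemia final) were exposed to compounds in RPMI 1640 with 0.5% Albumax at 37 C, 5% CO2. Growth inhibition was scored as reduced luminescence.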
Pf growth 96h = Primary qHTS for delayed death inhibitors of the malarial parasite plastid, 96 hour incubation | 320,000 tested, 6.9% active | P. falciparum luciferase reporter growth, 96 h | Potency, µM (doses to about 28.7 µM), for inactives: at the top dose activity change, negative = inhibition, usual class: inhibitors; note: potency is the fitted concentration of half-maximal effect; % is set by controls: 0 for no effect and ±100 for the full control effect
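Compounds incubated with erythrocytes infected by luciferase-expressing P. falciparum (2% hematocrit, 0.05% parasitemia final) for 96 hours, 37 C in 5% CO2. Growth inhibition scored as decreased luciferase luminescence.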
CHX counter = Cycloheximide Counterscreen for Small Molecule Inhibitors of Shiga Toxin; cell reporter, cycloheximide protein synthesis inhibition counterscreen; max response, %; 300,000 tested, 12% active; in the data active = max response mostly above about 13%, no sharp cut-off; inactive = mostly below about 14%; note: read at 38.3 µM for the half of the compounds with a filed dose; 0% is about no effect
Giardia FBPA inh = qHTS Assay for Inhibitors of Fructose-1,6-bisphosphate Aldolase from Giardia Lamblia. A8B2U2. purified Giardia FBPA. Potency, µM (titrated, usually from 59.6 µM), without a hit: at the top dose activity, negative = inhibition, most hits filed as inhibitors. 290,000 tested, 0.71% active. AID 2451, 2010; note: potency is the fitted concentration of half-maximal effect; % is set by controls: 0 for no effect and ±100 for the full control effect; nearly all actives have a fitted effect of over 55% in size
Target sequence (A8B2U2 whole entry, looked up): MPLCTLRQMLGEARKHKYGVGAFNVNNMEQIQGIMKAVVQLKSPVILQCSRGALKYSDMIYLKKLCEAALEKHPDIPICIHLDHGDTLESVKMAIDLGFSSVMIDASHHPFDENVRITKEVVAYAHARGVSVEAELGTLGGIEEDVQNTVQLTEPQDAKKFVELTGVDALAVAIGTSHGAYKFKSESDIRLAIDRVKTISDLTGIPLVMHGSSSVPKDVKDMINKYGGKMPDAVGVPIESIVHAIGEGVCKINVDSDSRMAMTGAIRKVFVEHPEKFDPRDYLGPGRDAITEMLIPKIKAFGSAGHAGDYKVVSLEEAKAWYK
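40 nM FBPA preincubated 10 min at RT with compound (up to 57.5 uM final), then substrate plus GAPDH/TPI/NAD/arsenate coupling and diaphorase/resazurin added. Fluorescence read after 20 min at RT, 525/598 nm.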
* marks the source's active call; other numbers are inactive results; ? = inconclusive; · = no result given; & = joins results of further samples; [ ] = dose if it differs, or a comment. Unless noted, calls come from the whole dose curve; as a rule, active = well fitted curve in the direction sought with a large enough effect; inconclusive = small, poorly fitted or top-dose-only effect, or another doubt; inactive = no such curve, though single readings can be large; an effect the other way counts as inactive or inconclusive.

SMILES	Sm TGR inh	Shiga inhibitor	Pf growth 48h	Pf growth 96h	CHX counter	Giardia FBPA inh
C/C(=N\N=C(N)N)c1cc(Cl)ccc1Cl	·	-5	-10%	-23%	-1	1%
COCC(=O)Nc1ccc([N+](=O)[O-])cc1OC	-9%	-7	2%	67%[activator]	-1	0%
O=C(NCc1ccncc1)C(=O)Nc1ccc2c(c1)OCO2	·	16	36%[activator]	47%[activator]	17	1%
Cn1c(NC(=O)c2cc(Br)ccc2Cl)cc(=O)n(C)c1=O	-3%	-16	·	?	-2	3%
CCOc1ccccc1OCCCOc1ccc(C)cc1Br	16%	70*	-22%	24%	41*	-1%
O=C(CSCCc1ccccn1)Nc1cccnc1	-1%	5	-2%	-11%	9	-4%
O=C(c1cc(=O)[nH]c2ccccc12)N1CCN(Cc2ccc3c(c2)OCO3)CC1	0%	·	?	?	·	·
CN(C)C(=O)c1cc(S(=O)(=O)N(C)C)c(Cl)cc1N1CCCC1	-21%	-3	4%	·	-2	4%
Cc1ccc(NC(=O)CN2CCc3cc4c(cc3C2)OCCCO4)cc1	-8%	10	4%	-27%	-8	·
CCc1ccc(Nc2cc(C(=O)NCCCN3CCOCC3)c3ccccc3n2)cc1	3%	-8	·	5.2µM*	-2	6%
Cn1c(O)c(/C=N/c2ccccn2)c(=O)n(C)c1=O	-9%	36	-2%	?	2	-4%
Nc1ccnc(=O)[nH]1	-4%	·	-14%	0%	·	·
Cc1ccccc1C(=O)NCC(=O)NCC1(N2CCOCC2)CCCCC1	-10%	·	-9%	22%	·	·
CCCC1CCC(c2nc(-c3cccnc3)no2)CC1 (stereo unspecified)	-7%	45	26%	-9%	62*	-10%
CCOc1ccc(S(=O)(=O)N2CCC(C(=O)Nc3cccc(NC(C)=O)c3)CC2)cc1	0%	-13	-11%	11%	-7	8%
CSc1ccc(CN(C)CC(=O)Nc2ccc(C)cc2Br)cc1	2%	13	14%	?	-3	4%
Cc1ccccc1NC(=O)c1c(C)[nH]c(=S)c(C#N)c1-c1ccc(Cl)cc1	-11%	-2	7%	15%	1	18%
Cn1cnnc1SCC(=O)N/N=C/c1ccc(OCC(N)=O)cc1	1%	18	5%	18%	-2	3%
Cc1cc(C)c(OCC(=O)Nc2nnc(-c3ccco3)o2)c(C)c1	1%	-11	138%[activator]	69%[activator]	-8	-10%
CN(C)S(=O)(=O)c1cc(NC(=O)C2=COCCO2)ccc1Cl	-2%	·	-16%	12µM*	·	·
CN(CC(=O)Nc1ccccc1Cl)C(=O)COC(=O)CCN1C(=O)C2CC=CCC2C1=O (stereo unspecified)	-19%	·	39%[activator]	32%[activator]	·	·
CCCC1=C(C(=O)OCC)C(c2ccco2)C(C#N)=C(N)O1 (stereo unspecified)	32µM*	-17	2%	?	5	-15%
O=C(NC1CC1)c1cc(-c2ccco2)nc2ccccc12	10µM*	-5	1%	34%[activator]	-3	?
CCCCn1c(-c2csc(CC)c2)n[nH]c1=S	-2%	-7	14%	-2%	6	18%
CC(C)(C)c1cc2cccnc2n1Cc1cccc(F)c1	15%	12	?	?	-5	5%

Next structures
SMILES	Sm TGR inh	Shiga inhibitor	Pf growth 48h	Pf growth 96h	CHX counter	Giardia FBPA inh
COc1ccc(-n2ccc3ccccc32)cc1	-3%	32	42%[activator]	33%[activator]	25*	0%
CSC1=NC(C)N2C(SC)=NC(C)N12 (stereo unspecified)	4%	13	109%[activator]	40%[activator]	-2	0%
CC(C)(C)C(=O)OCC12CCC(O1)C1(C)C(=O)OCC21 (stereo unspecified)	4%	6	16%	-12%	-4	10%
CCOCCn1c(CN(Cc2ccccc2)Cc2ccccc2)nc2c1c(=O)[nH]c(=O)n2C	9%	-5	?	17%	-3	-3%
CCn1c(SCC(=O)N2CCc3ccccc32)nc2c(c1=O)SC(C)C2 (stereo unspecified)	4%	-3	12%	-3%	9	5%
CSCCC(NC(=O)c1ccco1)C(=O)OCC(=O)Nc1ncc(Cl)c(C)c1Cl (stereo unspecified)	?	-14	?	34%[activator]	-2	-5%
O=S(=O)(Nc1nccs1)c1cc(Cl)ccc1Cl	-16%	15	-18%	·	-2	9%
C=CCn1c(Oc2ccccc2)nc2c1c(=O)n(C)c(=O)n2C	·	-22	-4%	47%[activator]	-6	3%
CCOCC(=O)Nc1cc(C(=O)OC)cc(C(=O)OC)c1	-7%	9	28%	33%[activator]	7	0%
COc1ccc(Br)c2oc(S)cc(=O)c12	-30%	-7	21%	14%	-4	-26%
Cc1cc(S(=O)(=O)NCc2ccccc2)ccc1OCC(=O)Nc1cccc([N+](=O)[O-])c1	-6%	-3	?	-15%	3	-6%
COC(=O)c1nc(N)sc1-c1ccc(OC)cc1	18%	3	50%[activator]	65%	-1	-4%
COc1cccc(C(=O)Nc2ccc(Oc3cccc(C(F)(F)F)c3)nc2)c1	0%	-4	9.3µM*	?	1	-13%
COC(=O)c1c(NC(=O)CSc2nnc(C)c(=O)[nH]2)sc(C)c1C	-4%	-10	11%	29%	3	28%
Cc1cc(C(=O)CCC(=O)N2CCN(S(=O)(=O)c3ccccc3)CC2)c(C)s1	-2%	·	?	?	·	·
COc1cc2ccccc2cc1C(=O)Nc1ccc(N2CCOCC2)cc1	5%	19	-17%	74%[activator]	9	5%
CCOC(=O)C1=C([Si](C)(C)C)c2ccccc2N(S(=O)(=O)C(F)(F)F)C1C(=O)OCC (stereo unspecified)	·	56	·	·	3	-12%
Cc1cc(C(=O)NC(C)Cc2ccccc2)cc(C)c1[N+](=O)[O-] (stereo unspecified)	14%	29	-4%	91%	2	1%
O=C(COc1ccc(Br)cc1Cl)NNC(=O)c1ccccc1	-1%	·	2%	-13%	·	·
O=C(NNC(=S)NC(=O)c1ccco1)c1ccc(F)cc1	3%	17	?	?	10*	2%
Cc1cccnc1NC(=O)c1ccccc1-c1ccccc1C(=O)Nc1ncccc1C	-4%	20	10%	37%[activator]	12	3%
C/C(=N\NC(=O)Cc1ccc([N+](=O)[O-])cc1)c1cccnc1	0%	-6	23%	?	-1	-2%
Cc1ccc(Cl)cc1NC(=O)NCCN1CCCCC1	-10%	-13	2%	149%[activator]	1	5%
COc1cc(S(=O)(=O)N2CCN(Cc3ccccc3)CC2)ccc1Br	-10%	-5	11%	45%[activator]	-3	-5%
Cc1cc(N2C(=O)C(O)=C(C(=O)c3cc4ccccc4o3)C2c2ccc(Br)cc2)no1 (stereo unspecified)	-34%	23	?	?	42*	·

Following part.
SMILES	Sm TGR inh	Shiga inhibitor	Pf growth 48h	Pf growth 96h	CHX counter	Giardia FBPA inh
O=S(=O)([N-]c1nc2ccccc2nc1-[n+]1ccccc1)c1ccccc1	1%	9	0%	10%	-3	5%
Cc1nn(C2CCS(=O)(=O)C2)c(Cl)c1/C=C/C(=O)OCC(=O)Nc1ccccc1[N+](=O)[O-] (stereo unspecified)	5%	-12	-3%	26%	-2	2%
NS(=O)(=O)c1ccc(CCNCc2cccs2)cc1	·	-18	30%	?	-4	-7%
COc1ccc(OC)c(N(CC(N)=O)S(=O)(=O)c2ccc(OC)c(OC)c2)c1	-6%	-5	·	-19%	-5	1%
O=C(COc1ccc(Cl)cc1Cl)NN1C(=O)C2C3C=CC(C3)C2C1=O (stereo unspecified)	5%	3	5%	7%	-2	-2%
COCC(C)n1c(SCc2ccc(C(=O)OC)o2)nc2ccccc2c1=O (stereo unspecified)	-28%	-19	?	33%[activator]	0	-10%
O=C(NCCCN1CCN(CCCNC(=O)c2cccc(Cl)c2)CC1)c1cccc(Cl)c1	-1%	-7	?	12µM*	-6	3%
Cc1cc(NC(=O)COC(=O)c2ccc(S(=O)(=O)N3CCCc4ccccc43)cc2)no1	15%	59	?	0%	4	·
O=C(COC(=O)CSCC(=O)N1CCCCC1)Nc1ccc(Cl)cc1	-1%	71	20%	-2%	1	0%
Nn1c(SCC(=O)Nc2ccc(F)cc2)nnc1-c1ccccn1	8%	-10	23%	-9%	-2	4%
C=C1CC2C=C(NC(C)=O)CC(C1)C2 (stereo unspecified)	10%	-3	25%	8%	-5	-1%
Cc1ccc(OCCCC(=O)NCc2ccco2)cc1	-34%	30	?	-1%	-5	4%
Cc1ccc(-c2cc(C(=O)N(C)CC(=O)Nc3ccccc3Br)c3ccccc3n2)o1	16µM*	·	?	?	·	·
CCOC(=O)C1CCN(C=Nc2cc(C)on2)CC1	-2%	23	8%	·	-9	5%
Cc1ccccc1C(=O)Nc1ccccc1C(=O)NCC(C)C	-3%	2	-6%	8%	-1	10%
O=S(=O)(NCC(Nc1ccccc1)c1ccccc1)c1ccc(Cl)cc1 (stereo unspecified)	5%	-7	-29%	?	-4	-7%
O=C(COc1ccc(S(=O)(=O)N2CCCC2)cc1)NCc1ccco1	-33%	-10	·	-24%	-2	4%
CCc1ccccc1NC(=O)CNC(=O)c1cn(Cc2ccccc2)nc1-c1cccnc1	-7%	·	?	5.9µM*	·	·
O=C(CSc1nc2ccccc2c(=O)n1Cc1ccco1)Nc1cccc(O)c1	?	43	11%	13µM*	19*	5%
CCC(Oc1nc2ccccc2nc1-c1ccccc1NC(C)=O)C(=O)c1ccccc1 (stereo unspecified)	9%	-6	?	?	-1	-2%
O=C(O)/C(=C\c1ccc(-c2ccccc2[N+](=O)[O-])o1)c1ccccc1	35µM*	28*	1%	0%	11	-14%
c1ccc2c(c1)ncn2-c1ccc(-c2ccnc3ncnn23)cc1	-9%	20	31%[activator]	?	15	0%
COc1ccc(NC(=O)CCNS(=O)(=O)c2cccc3nsnc23)cc1OC	0%&-12%	-14	12%	4%	-6	1%
C=CCNC(=S)NNC(=O)c1ccc([N+](=O)[O-])cc1	7%	21	11%	38%[activator]	-3	4%
CN(C1CCCCC1)S(=O)(=O)c1ccc(C(=O)N2CCN(c3nc4ccccc4s3)CC2)cc1	-11%	-7	-13%	-11%	-5	7%

An excerpt from above in order of formula weight, rising.
SMILES	Sm TGR inh	Shiga inhibitor	Pf growth 48h	Pf growth 96h	CHX counter	Giardia FBPA inh
C=CCNC(=S)NNC(=O)c1ccc([N+](=O)[O-])cc1	7%	21	11%	38%[activator]	-3	4%
O=C(O)/C(=C\c1ccc(-c2ccccc2[N+](=O)[O-])o1)c1ccccc1	35µM*	28*	1%	0%	11	-14%
O=C(CSc1nc2ccccc2c(=O)n1Cc1ccco1)Nc1cccc(O)c1	?	43	11%	13µM*	19*	5%
CCC(Oc1nc2ccccc2nc1-c1ccccc1NC(C)=O)C(=O)c1ccccc1 (stereo unspecified)	9%	-6	?	?	-1	-2%
O=C(NCCCN1CCN(CCCNC(=O)c2cccc(Cl)c2)CC1)c1cccc(Cl)c1	-1%	-7	?	12µM*	-6	3%

Remaining list, next part.
SMILES	Sm TGR inh	Shiga inhibitor	Pf growth 48h	Pf growth 96h	CHX counter	Giardia FBPA inh
CCC(C)C(=O)N1CCCC(c2nc(-c3cccs3)no2)C1 (stereo unspecified)	-3%	101*	117%[activator]	·	31*	4%
O=C(Nc1cccc(Cl)c1)N(CCN1CCOCC1)Cc1ccccc1F	-14%	-11	?	·	1	2%
Cc1cc(C)n2nc(SCc3nnc(SCc4ccccc4C)s3)nc2n1	0%	-7	·	?	1	5%
Cc1ccc(-c2nnn(CC(=O)N(CCO)C(C(=O)NC3CCCC3)c3ccc(F)cc3)n2)o1 (stereo unspecified)	12%	-3	0%	30%	-4	2%
COc1ccc(-c2cnn(C3CCS(=O)(=O)C3)c2N)cc1 (stereo unspecified)	-3%	7	·	23%	-2	1%
COc1ccc(-c2c(C(=O)O)c(C(=O)O)c3n2CCC3)cc1	17%	27	107%[activator]	33%[activator]	-2	-9%

Screening data from PubChem.
